GSTO1 counter: counter-screen for RBBP9 inhibitors: inhibitors of human GSTO1. AID 1974. 1.1% of 300,000 active. recombinant GSTO1, activity-based probe fluorescence polarization. inhibition, % at 5.96 µM. P78417;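 active = inhibition above the campaign mean inhibition plus 3 SD, cut at about 35% in these data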;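 note: 0% = GSTO1-1 with DMSO and 100% = wells lacking GSTO1-1 enzyme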
Target sequence (P78417 whole entry, looked up): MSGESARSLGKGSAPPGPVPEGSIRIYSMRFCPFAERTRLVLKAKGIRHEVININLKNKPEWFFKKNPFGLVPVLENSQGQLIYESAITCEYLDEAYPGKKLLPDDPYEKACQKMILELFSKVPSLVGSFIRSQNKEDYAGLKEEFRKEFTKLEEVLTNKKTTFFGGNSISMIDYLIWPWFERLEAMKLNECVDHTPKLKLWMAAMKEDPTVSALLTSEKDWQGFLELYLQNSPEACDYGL
MCL1-BIM inh: MCL1-BIM-BH3 interaction inhibition (human); Q07820; GST-MCL1 / FITC-Bim-BH3 fluorescence polarization; inhibition, % at 10.9 µM; 0.68% of 320,000 active; AID 2057;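 active = inhibition above the mean inhibition of all tested compounds plus 3 SD, set per campaign, cut at about 40% in these data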;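 note: 0% = DMSO wells and 100% = unlabeled Bim-BH3 peptide control; higher means more loss of mP so more displacement of Bim peptide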
PME-1 primary: blocks human protein phosphatase methylesterase 1; Q9Y570; inhibition, % at 5.9 µM; 0.53% of 320,000 active; recombinant PME-1, FP-Rh probe fluorescence polarization; AID 2130;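 active = inhibition above the campaign mean of all compounds plus 3 SD, cut at about 26% in these data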;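 note: competitive labeling of PME-1 active site by serine hydrolase directed probe; 0% = PME-1 with DMSO and 100% = wells lacking PME-1 enzyme; inhibitors block probe labeling so polarization falls and inhibition rises; many of its hits are not listed in these tables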
GLD-1 TGE inh: GLD-1-TGE RNA interaction inhibition (C. elegans); purified GLD-1 + fluorescein TGE RNA, fluorescence polarization; inhibition, % at 5.96 µM; 0.44% of 320,000 active;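 active = percent inhibition above a per-plate cutoff, the plate mean of test compounds plus 3 SD, cut at about 30% in these data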;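 note: 0% = DMSO wells with GLD-1 and probe and 100% = wells lacking GLD-1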
Fam108B inh: blocks mouse Fam108B hydrolase in RBBP9 counter-screen; recombinant Fam108B, FP-Rh probe fluorescence polarization; inhibition, % at 9.51 µM; 0.33% of 300,000 active;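 active = inhibition above the screen mean inhibition plus 3 SD, computed separately per campaign, cut at about 18% in these data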;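 note: inhibitors lower polarization as less probe binds the enzyme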
MEX-5 binding: C. elegans MEX-5 TCR-2 RNA binding activity | AID 1832 | activity score (negative = inhibition of binding), % at 10 µM | MEX-5/FITC-TCR2 RNA binding, fluorescence polarization; hits give low values | 0.38% of 300,000 active;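 active = inhibition past about -25% in most replicates, and total fluorescence under double the plate's negative control median, limit read from the data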;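 note: 0% = DMSO and -100% = 5 µM competing unlabeled TCR2 RNA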
TPT1 inhibitor: blocks Candida albicans tRNA 2'-phosphotransferase | 0.81% of 300,000 active | AID 1962 | inhibition, % at 5 µM | recombinant caTPT1, FP RNA substrate dephosphorylation;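 active = inhibition above the mean of all tested compounds plus 3 SD, set per screening campaign, cut at about 24% in these data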;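 note: plate controls were DMSO alone for no effect and ferristatin control at 100 nM for full effect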
Bcl-xL primary: inhibitors of human Bcl-xL; 0.7% of 320,000 active; Q07817; inhibition, % at 10.9 µM; GST-Bcl-xL / FITC-Bim BH3 peptide fluorescence polarization;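 active = inhibition above the mean of all tested compounds plus 3 SD, cutoff set per campaign, cut at about 30% in these data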;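 note: 0% = DMSO wells and 100% = unlabeled Bim-BH3 peptide competitor; inhibitors lower millipolarization by displacing the labeled peptide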
PAD4 FP inh: inhibitors of human PAD4; Q9UM07; inhibition, % at 6.36 µM; recombinant PAD4, RCA probe fluorescence polarization; 0.41% of 330,000 active; AID 485272;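 active = percent inhibition above a cutoff equal to the mean of all tested compounds plus 3 SD, cut at about 15% in these data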;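 note: 0% = PAD4 with RCA probe and DMSO and 100% = probe without PAD4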
Target sequence (Q9UM07 whole entry, looked up): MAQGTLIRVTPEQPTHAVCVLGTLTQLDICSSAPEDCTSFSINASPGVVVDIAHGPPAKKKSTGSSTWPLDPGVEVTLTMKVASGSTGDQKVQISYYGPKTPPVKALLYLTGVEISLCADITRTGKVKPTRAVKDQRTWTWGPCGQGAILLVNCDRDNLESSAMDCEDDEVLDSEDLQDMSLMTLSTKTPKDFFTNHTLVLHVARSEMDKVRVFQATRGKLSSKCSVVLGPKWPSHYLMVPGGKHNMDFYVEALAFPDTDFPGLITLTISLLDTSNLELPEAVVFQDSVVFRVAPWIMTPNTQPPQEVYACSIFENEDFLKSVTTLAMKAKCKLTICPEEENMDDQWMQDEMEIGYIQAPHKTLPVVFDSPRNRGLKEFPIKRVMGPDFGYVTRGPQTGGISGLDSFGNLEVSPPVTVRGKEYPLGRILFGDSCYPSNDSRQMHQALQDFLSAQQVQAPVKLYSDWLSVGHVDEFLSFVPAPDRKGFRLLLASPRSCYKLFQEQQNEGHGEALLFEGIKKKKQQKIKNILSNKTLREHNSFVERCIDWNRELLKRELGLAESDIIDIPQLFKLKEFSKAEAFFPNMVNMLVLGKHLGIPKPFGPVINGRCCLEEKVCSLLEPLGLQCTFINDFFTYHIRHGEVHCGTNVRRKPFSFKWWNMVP
An asterisk follows results filed as active; / = no result given. An excerpt; count on the stated rates, not on these rows.

Molecule	GSTO1 counter	MCL1-BIM inh	PME-1 primary	GLD-1 TGE inh	Fam108B inh	MEX-5 binding	TPT1 inhibitor	Bcl-xL primary	PAD4 FP inh
O=C(CNC(=O)c1ccccn1)N/N=C/c1ccc2c(c1)OCO2	-20	4	3	-11	5	-1.3	-1	1	-2
Cc1ccc(NC(=O)/C(=C\c2ccccc2)NC(=O)c2ccco2)cc1	7	5	0	0	3	0.1	-6	2	1
O=C(C1=NN[C@@H]2C(=O)N(c3cccc(C(F)(F)F)c3)C(=O)[C@H]12)c1ccc2ccccc2n1	-4	-2	-7	-4	1	1.8	4	1	-5
COC(=O)CCC(=O)Nc1ccc(Cl)c(Cl)c1	3	0	-3	-7	6	-1.2	2	2	-3
CCn1ncc(/C=C/C(=O)Nc2c(C)nn(Cc3ccc(Cl)cc3Cl)c2C)c1C	1	-5	4	8	-2	0.1	2	0	-8
COc1ccc(N=C(C)C2=C(O)COC2=O)cc1	5	0	-4	1	2	-4.4	-3	6	-6
CCCc1cc(=O)oc2cc(OCC(=O)NC3CC(C)(C)NC(C)(C)C3)ccc12	3	-4	-2	8	2	1.9	-2	-3	-2
O=C(CN1CCOCCOCCOCC1)Nc1ccccc1	-1	-5	-2	-2	-1	-2.4	-1	1	0
CC1CN(S(=O)(=O)c2cccc(-c3cn4ccccc4n3)c2)CC(C)O1 (configuration not stated)	-4	8	7	-2	-2	0.4	2	5	-4
CC(Oc1ccc(Cl)cc1)C(=O)Nc1sccc1C(N)=O (configuration not stated)	-2	-6	1	5	1	-3.8	1	-5	1
CCCn1nnc(NC(=O)c2ccc(F)cc2)n1	4	6	-8	5	5	-0.2	3	1	0
CCCC(=O)Nc1ccc2nc(C)n(Cc3ccccc3Cl)c(=O)c2c1	0	-6	-9	5	1	-0.5	-2	11	-4
COCCN(CC1CCCN(C2Cc3ccccc3C2)C1)C(=O)CCSC (configuration not stated)	11	3	1	5	-1	-0.2	-1	3	1
Cc1ccc(CNC(=O)CSCc2cccc(F)c2)cc1	1	8	-1	1	-2	-1.5	-3	2	-1
Cc1ccccc1NC(=O)Cc1nc(COC(=O)c2cccc(O)c2)cs1	/	4	-5	7	/	/	/	-3	1
COc1ccc(C2CC(=O)C(C=NCCCN3CCOCC3)=C(O)C2)cc1 (configuration not stated)	2	-5	-2	1	2	2.8	2	1	-4
COc1ccc(NC(=S)NNS(=O)(=O)c2ccc3ccccc3c2)c(OC)c1	1	8	3	-5	3	-1.0	-3	0	-5
Cc1ccc(C(=O)Nc2ccc(Nc3ccccc3)cc2)cc1Br	-4	5	-1	5	4	-2.6	4	4	1
Cc1cc([N+](=O)[O-])nn1CC(=O)NNC(=S)Nc1ccc(F)cc1	1	2	-4	-2	-5	-3.3	-3	-1	-8
CC(=O)Nc1ccc(S(=O)(=O)/N=C2/NC(=O)/C(=C\c3ccco3)S2)cc1	7	30	-13	-1	4	-21	10	17	-2
Cc1ccc(O)c(C2=NNC(O)(C(F)(F)F)C2)c1 (configuration not stated)	-3	2	-8	4	0	0.6	-1	1	-7
CCOC(=O)/C(=C\C=C\c1ccccc1)NC(=O)c1ccccc1	-1	4	-8	2	3	-0.4	-4	8	2
CC1(C(=O)O)CCC(C(=O)Nc2ccccc2O)C1(C)C (configuration not stated)	-1	3	4	0	2	0.8	-1	-1	-3
COc1cccc(-c2cc(=O)c3cc(NC(C)=O)ccc3[nH]2)c1	1	0	1	1	0	-7.2	-2	1	-1
CC/C(=C1/C(=O)CC(C)(C)C(C(=O)OC)C1=O)N1CCCC1 (configuration not stated)	1	1	3	16	2	-0.4	-5	1	0
Cc1ccc(C(=O)Nc2ccc3c(c2)OCO3)cc1S(=O)(=O)N1CCCCC1	-1	8	-5	-1	0	0.3	6	13	1
Cc1sc2nc(C3CC3)nc(N3CCN(C(=O)c4ccc(F)cc4)CC3)c2c1C	-1	4	3	1	2	0.0	-3	5	2
CN(C(=O)c1ccccc1C(=O)OCC(=O)NCc1ccccc1)C1CCCCC1	12	7	1	2	-1	-0.4	1	5	-2
CC1CCCN(C(=O)COC(=O)C2CCN(S(=O)(=O)c3ccc4c(c3)OCCO4)CC2)C1 (configuration not stated)	-2	6	-3	4	0	-0.4	-4	2	9
C=CCC1C=C(Cc2ccccc2)CC(CC=C)N1 (configuration not stated)	-5	-19	-9	-11	0	-3.2	-1	-10	-3
O=C(COCc1cc(-c2ccc3c(c2)OCO3)on1)Nc1cccnc1	-3	5	-2	2	-4	0.1	0	1	2
COc1cccc(N2C(=O)CC(c3c[nH]c4ccccc34)C2=O)c1 (configuration not stated)	0	3	9	2	3	2.4	4	8	0
Cc1ccc(NC(=O)CCn2cccc2)cc1C	3	11	-4	-2	4	2.2	-2	7	1
CC1(C)N=C(N)N=C(N)N1c1ccc(F)cc1F	5	6	-7	-5	-1	1.7	-7	3	1
COc1cc(/C=C/C(=O)N2CCC=CC2=O)cc(OC)c1OC	5	10	3	2	2	/	-4	9	-8
CCn1cc(CNC(=O)c2cc(-c3cc(OC)ccc3OC)nc3ccccc23)c(C)n1	-2	3	1	-3	-6	-0.2	0	-2	-6
COc1ccc(N2CCN(C(=O)CCc3c[nH]c4ccccc34)CC2)cc1	4	-3	0	3	3	0.4	-4	0	-8
CCN(CC)CCN(C(=O)c1ccc(N2C(=O)CCC2=O)cc1)c1nc2cc3c(cc2s1)OCCO3	-4	3	-1	5	3	1.7	-3	7	-2
CCN(CC)S(=O)(=O)c1ccc(/C(O)=C(\C#N)c2nc3ccccc3n2C)cc1	12	6	4	-8	-5	-1.2	-4	5	5
Cc1cc(C(C)(C)C)cc(S(=O)(=O)NCCO)c1C	12	7	-1	7	0	0.8	-1	2	-4
CCCCN1CC[C@H]2C=CC[C@@H](C(=O)NCCc3ccccc3)[C@H]2C1=O	-4	7	2	4	-1	0.7	1	4	4
CCc1nnc(NC(=O)c2csc3c2CCC(C)C3)s1 (configuration not stated)	12	-4	-6	0	0	0.5	-1	4	-2
COc1ccc(C2C(C(C)=O)=C(O)C(=O)N2c2cccnc2)cc1OC (configuration not stated)	9	6	-2	0	-4	-3.7	-4	7	-6
COc1ccc(/C=C2/SC(=S)N(CCCC(=O)N3CCN(C)CC3)C2=O)cc1	0	5	6	0	1	-2.3	-1	-1	-11
CCc1nonc1NC(=O)c1oc2cc(Br)ccc2c1C	-2	-3	-3	-3	-3	2.1	2	1	-3
Cc1cccc(N(C)C(=O)c2cc(S(=O)(=O)N3CCCC3)cn2C)c1	-1	-5	-2	3	0	-1.6	-1	2	3
O=C(Nc1cccn(Cc2ccc(F)cc2)c1=O)NC1CCCCC1	0	-2	6	-2	2	-0.8	-1	5	2
Cc1ccc(C)c(-c2nnc(NC(=O)CCS(=O)(=O)c3ccccc3)o2)c1	1	0	-7	3	1	-2.6	0	0	2
CC(=O)NC(CC(=O)OCC(=O)NCCc1ccccc1)c1ccccc1 (configuration not stated)	-2	3	6	5	2	0.8	-4	0	-3
CC(C)/C=N\NC(=O)CCCCC(=O)N/N=C/C(C)C	6	2	0	1	-3	0.4	1	1	1
COc1cccc(/C=N/c2nc3ccccc3[nH]2)c1O	11	13	1	6	0	-0.1	-1	4	2
CSc1nsc(SCC(=O)Nc2ccc(Br)cn2)n1	6	13	-5	0	1	0.3	4	10	2
Cc1ccc(C(O)P(=O)(OC2CCCCC2)OC2CCCCC2)cc1 (configuration not stated)	-4	3	1	8	4	0.6	0	7	-4
COc1cccc(C2(O)CCN(C(=O)c3cccs3)CC2)c1	3	0	1	-3	-1	2.9	-5	7	-1
CCOc1ccc(/C=N\NC(=O)CC(=O)NCCc2ccccc2)cc1	-3	3	-3	5	-4	2.8	1	2	0
c1ccc(-c2nnc(OCCN3CCOCC3)c3ccccc23)cc1	8	3	-2	0	1	-1.4	-5	5	-7
O=C(Nn1cnnc1)c1cc2c(s1)CCCCC2	-10	-6	-5	3	1	-2.6	0	1	-4
Cc1nnc(SCc2cc([N+](=O)[O-])cc3c2OCOC3)n(N)c1=O	-4	2	-2	-4	7	-1.3	-1	5	-7
Oc1ccc(-c2nnc(Nc3cccc(O)c3)c3ccccc23)cc1	6	-2	1	7	3	0.9	5	3	0
Cc1ccc2nc(SCC(=O)N3CC(C)OC(C)C3)nc(=O)n2c1 (configuration not stated)	-7	3	-4	-2	-2	-0.7	1	5	-2

Going on with the list.
Molecule	GSTO1 counter	MCL1-BIM inh	PME-1 primary	GLD-1 TGE inh	Fam108B inh	MEX-5 binding	TPT1 inhibitor	Bcl-xL primary	PAD4 FP inh
COc1ccc(-c2noc3c2-c2nc(-c4ccccc4F)sc2CC3)cc1	11	13	-3	-8	3	-0.4	1	4	5
COc1ccc(OCC(=O)Nc2ccc(N3CCOCC3)cc2)c([N+](=O)[O-])c1	2	3	3	8	-5	-0.7	-6	-1	2
O=C(COC(=O)CNC(=O)C1CCCCC1)Nc1ccc2c(c1)OCCO2	9	-1	-2	5	-4	0.0	0	-4	-1
O=C(NNC(=O)C1CCCO1)c1ccc(Br)cc1 (configuration not stated)	-2	-4	-3	-2	4	-1.2	-2	7	-5
S=C1NCCNC(=S)NCCOCCOCCOCCN1	6	-6	4	3	-1	2.3	0	-6	-2
Cc1c(C(=O)N(Cc2ccc(N(C)C)cc2)C2CCS(=O)(=O)C2)oc2ccccc12 (configuration not stated)	7	3	-4	5	0	2.3	1	5	4
CCN(CC)S(=O)(=O)c1ccc(-c2nnc(SCC(=O)Nc3ccc(OC)c(OC)c3)o2)cc1	0	9	-3	-1	2	2.0	-5	7	-1
COC(=O)c1ccc(C(=O)OC)c(NC(=O)COC(=O)C23CC4CC(CC(O)(C4)C2)C3)c1	-6	0	-3	3	-3	-1.4	1	2	-4
O=C(CN1C(=O)/C(=C/c2cccc(Br)c2)SC1=S)Nc1cccnc1	12	6	-7	2	-11	-13	-1	9	-17
O=C(N/N=C/c1c(Cl)cccc1Cl)c1ccccc1F	-7	2	-14	-11	3	1.0	-4	4	3
CC(NC(=O)c1ccc(N)cc1)c1ccccc1 (configuration not stated)	1	-2	6	-6	-4	1.2	-3	-6	-9
COc1cccc(CN(C)C(=O)CN2C(=O)NC(c3ccccc3)(c3ccccc3)C2=O)c1	/	2	1	5	/	/	/	1	-4
CC(C)(C)c1ccc(C(=O)Nc2ccc(C=C(C#N)C#N)cc2)cc1	-4	-10	-6	3	-5	-3.2	-2	-3	0
CCc1ccc(NC(=O)CNC(=O)[C@@H]2Cc3ccccc3CN2C(=O)OC(C)(C)C)cc1	11	-6	0	0	-5	-0.1	-3	4	-2
COCCCNC(=O)C1CCC(CNS(=O)(=O)c2ccc(C)cc2)CC1 (configuration not stated)	5	6	-4	1	2	-0.9	0	6	-2
O=C(NCCN1CCN(c2ccc([N+](=O)[O-])cc2)CC1)NCc1ccccc1	10	3	0	1	-7	-1.4	-5	6	2
Cc1ccc(CNC(=O)C(=O)NCCC2=CCCCC2)cc1	-3	-3	0	-1	0	1.1	-1	5	-3

Screening results as filed in PubChem BioAssay.
